# Screens (PubChem BioAssay)
# RAD54 inh = blocks human RAD54 Holliday junction branch migration. FAM/BHQ fluorescence. inhibition, % at 10.4 µM. 0.14% of 360,000 active. AID 602329;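 active = mean normalized replicate activity at least 40 and at least half of replicates scoring 40 or more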;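 note: 0% = median of neutral control wells and 100% = median of positive control wells; inhibitors cause a drop in the FAM fluorescence signal; in these data hits start at about 50%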
# Xi reactivation = reactivates the inactive X chromosome in mouse fibroblasts. activation, % at 7.58 µM. XiGFP mouse fibroblasts, % GFP-positive cells imaging, 3 d; cells co-treated with 5-aza-dC sensitizer; scaled so ellipticine positive control = 100%. 0.055% of 360,000 active. AID 743238;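 active = mean normalized replicate activation at least 10% and every replicate at or above 10%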;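 note: 0% = median of on-plate neutral control wells and 100% = ellipticine 6 µM median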
#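 material = 68-5-11 XiGFP fibroblast line | medium = DMEM plus 5-aza-dC sensitizer | schedule = 3 days compound exposure | benchmarks = positive control ellipticine, 6 µM final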
# RAD52 inh = RAD52 (human) annealing inhibition | AID 651710 | 0.46% of 360,000 active | inhibition, % at 18.7 µM | recombinant RAD52 DNA annealing, FRET fluorescence;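 active = every replicate showing at least 50% inhibition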
# Target sequence (P43351 whole entry, looked up): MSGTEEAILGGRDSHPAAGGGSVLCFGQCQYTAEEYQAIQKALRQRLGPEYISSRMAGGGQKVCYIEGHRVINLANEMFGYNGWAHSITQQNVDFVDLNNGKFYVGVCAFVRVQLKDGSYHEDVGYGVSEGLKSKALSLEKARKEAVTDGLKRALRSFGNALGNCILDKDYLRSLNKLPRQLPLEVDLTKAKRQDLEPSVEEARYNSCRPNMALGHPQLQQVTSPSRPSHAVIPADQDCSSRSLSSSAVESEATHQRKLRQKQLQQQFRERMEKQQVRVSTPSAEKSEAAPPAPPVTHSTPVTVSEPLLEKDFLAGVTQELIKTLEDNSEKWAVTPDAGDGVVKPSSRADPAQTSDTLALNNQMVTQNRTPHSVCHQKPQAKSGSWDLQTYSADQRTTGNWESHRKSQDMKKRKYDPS
# esBAF inh = SWI/SNF esBAF complex inhibition; mouse ES cells, Bmi1-luciferase knock-in reporter, 24 h; 100% = twice the neutral-well signal; reporter increase, % at 12.5 µM; 2% of 350,000 active; AID 602393; in the data active = activation above about 40%;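 note: 0% = median of the plate's neutral control wells and 100% = double that signal; a rise in the Bmi1 reporter signal indicates esBAF inhibition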
# ERAP1 HTS inh = ERAP1 (human) enzyme inhibition | Q9NZ08 | recombinant ERAP1, Leu-AMC fluorescence, 60 min | inhibition, % at 10.7 µM | 0.15% of 340,000 active | AID 652197;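 active = mean replicate inhibition of at least 30%, or all replicates individually reaching that 30% level; inactive = mean below 30% and not every replicate reaching it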;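 note: 0% = neutral control wells and 100% = L-leucinethiol positive control wells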
# ERp5 inh = inhibitors of human ERp5. ERp5 insulin aggregation, absorbance 650 nm, 90 min. inhibition, % at 9.99 µM. 0.05% of 350,000 active. AID 651711;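 active = mean replicate inhibition above about 25%, with every replicate also reaching it, limit read from the data, passing the limit was not always enough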
# E-sel inducer = induces E-selectin expression in human endothelial cells; HUVEC E-selectin immunofluorescence imaging; normalized: neutral wells 0, TNF-alpha wells 100; activation, % at 7.58 µM; 0.37% of 260,000 active;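 active = mean E-selectin-positive cell signal at least 10% of the positive control, reached in at least 60% of replicates, without over 20% cell loss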;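 note: in these data hits start at about 27%; measured in HUVEC primary endothelial cells; signal is the percent of cells scored E-selectin positive by PE staining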
# Target sequence (P16581 whole entry, looked up): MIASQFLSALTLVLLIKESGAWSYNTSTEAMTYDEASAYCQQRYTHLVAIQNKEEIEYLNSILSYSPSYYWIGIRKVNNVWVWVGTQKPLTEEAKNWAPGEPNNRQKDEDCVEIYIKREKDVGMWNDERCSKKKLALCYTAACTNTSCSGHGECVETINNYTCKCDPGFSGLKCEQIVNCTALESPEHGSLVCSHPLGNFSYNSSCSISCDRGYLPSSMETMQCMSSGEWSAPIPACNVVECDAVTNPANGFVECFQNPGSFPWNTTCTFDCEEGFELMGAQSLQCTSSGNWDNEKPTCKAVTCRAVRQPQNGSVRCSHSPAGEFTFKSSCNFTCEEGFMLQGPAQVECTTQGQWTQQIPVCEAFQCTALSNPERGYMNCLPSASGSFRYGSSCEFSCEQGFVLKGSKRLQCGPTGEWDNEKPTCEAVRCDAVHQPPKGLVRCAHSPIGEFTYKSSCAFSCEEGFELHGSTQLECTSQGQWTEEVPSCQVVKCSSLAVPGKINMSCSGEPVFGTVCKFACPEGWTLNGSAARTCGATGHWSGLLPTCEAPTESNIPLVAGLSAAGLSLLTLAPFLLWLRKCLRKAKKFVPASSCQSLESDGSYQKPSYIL
#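 Read-out: % PE-positive cells | Test system: HUVEC | Doses: One compound dose added by pin transfer | Buffer or medium: EGM-2 over gelatin coat | Signal: Immunofluorescence imaging | Benchmarks: TNF-alpha, DMSO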
# S100A4 inh HTS = S100A4-myosin IIA interaction inhibition; S100A4/TAMRA-MyoIIA peptide fluorescence polarization; inhibition, % at 10.7 µM; AID 652163; 0.14% of 360,000 active; P26447;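 active = mean inhibition of at least 70% across replicates, with every replicate also reaching that level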
#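 incubation = readout 5 min after mixing, signal stable up to 60 min | system = S100A4 monomer protein | buffer or medium = HEPES pH 7.2 with CaCl2, KCl, NaCl, DTT, Triton | benchmarks = neutral control DMSO, positive control TFP | also added = fluorescent myosin IIA peptide, 5 nM | compound dosing = one concentration per compound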
# Starred values were filed as active, the others as inactive; · = not tested or not shown.
SMILES,RAD54 inh,Xi reactivation,RAD52 inh,esBAF inh,ERAP1 HTS inh,ERp5 inh,E-sel inducer,S100A4 inh HTS
Cc1ccc(C(=O)CNc2ccc(F)cc2)cc1,·,0.0,-1,·,4,-10,·,2
CCn1c(SCC(=O)NC2CCCCC2)nnc1C(C)NC(=O)c1ccccc1F (centres undefined),5,0.0,-15,7,2,4,·,-5
CC(C)(C)N(Cc1ccccc1)C(=O)COC(=O)CNS(=O)(=O)c1ccc2ccccc2c1,-11,0.0,2,-3,-1,16,-0.4,-17
Cc1ccc(S(=O)(=O)N2CC[C@H]3[C@@H](CO)N(C)c4ccc(-c5ccc(C#N)cc5)cc4[C@H]32)cc1,11,0.1,-15,0,0,7,-0.1,-7
O=C(c1ccc(Cn2cc(Br)cn2)o1)n1cccn1,4,·,-8,-6,11,-11,·,-5
O=C(N[C@@H]1CC[C@H](CCNS(=O)(=O)c2ccccc2)O[C@@H]1CO)c1cccc(F)c1,-9,-0.1,0,9,-1,0,-0.1,9
S=C(NC1CC1)N1CCCc2ccccc21,12,0.0,-3,·,-6,4,-0.2,-1
C=CCOc1ccc(/C=C/C(=O)N2CCCN(S(=O)(=O)c3c(C)noc3C)CC2)cc1,·,0.1,-6,·,-2,2,-0.1,1
CC(C)[C@H](NC(=O)c1ccco1)C(=O)Nc1ccc(OC(F)F)cc1,·,0.2,-17,·,-2,-3,0.0,-2
C=C1CCN([C@H](C(=O)NCc2ccco2)C(C)C)S(=O)(=O)c2ccccc21,-5,0.0,-10,8,-1,4,1.0,1
COc1ccc(NC2CC(=O)N(c3ccc(C(=O)O)cc3)C2=O)cc1 (centres undefined),-2,0.0,-15,15,1,-1,·,-7
O=C(Nc1cccc(-c2ccc(F)cc2)c1)C1CCCN(Cc2cccnc2)C1 (centres undefined),7,-0.1,-19,0,-4,4,1.3,3
O=C(Nc1ccc(N2CCCCCC2)cc1)c1ccccc1Cl,3,0.1,-6,31,2,4,·,-3
CN(C)[C@H]1CCN([C@@H]2CS(=O)(=O)N[C@H]2COCc2ccccc2)C1,2,0.0,-12,-5,·,1,·,0
O=C(NC(c1ccc(F)cc1)c1ccc2ccccc2n1)C1CCN(Cc2cccc(C(F)(F)F)c2)CC1 (centres undefined),-23,0.0,-60,-12,0,1,-0.4,-3
COc1ccccc1-c1ccc([C@@H]2[C@H](C#N)N[C@H]2CO)cc1,-8,0.0,-16,-5,-2,-3,-0.2,-8
CC(=O)N[C@@H]1CC[C@@H](CCNC(=O)C2CCCC2)O[C@@H]1CO,13,-0.6,2,-1,0,2,-0.6,1
CCOc1ccc(-c2csc3ncn(-c4ccc(OC)cc4)c(=O)c23)cc1,8,0.0,2,-6,0,-2,0.2,-2
CCCNC(=O)C1(C)CCN(C(=O)c2c(F)ccc(C)c2F)C1 (centres undefined),8,0.0,-13,-2,0,-1,0.0,4
O=C(NC1=C(NC2CCS(=O)(=O)C2)C(=O)c2ccccc2C1=O)c1ccccc1 (centres undefined),-4,0.0,-22,0,3,-6,·,3
Cn1c(SCC(=O)NCC2CCCO2)ncc(C(=O)Nc2ccccc2)c1=O (centres undefined),6,0.1,-8,14,-2,2,-0.1,1
CCOC(=O)c1c(S(=O)(=O)Nc2ccc(F)cc2C)c(C)n(C)c1C,2,0.2,-13,-5,4,0,·,-3
O=C(C[C@@H]1C[C@H]2c3cc(NC(=O)c4cccnc4)ccc3O[C@H]2[C@H](CO)O1)NC1CCCCC1,-2,0.1,-1,-2,-1,1,0.5,2
C[C@@H]1CN([C@@H](C)CO)C(=O)c2cc(NS(=O)(=O)c3cn(C)cn3)ccc2O[C@@H]1CN(C)C(=O)Nc1cccc2ccccc12,-5,0.3,4,1,-3,-2,0.0,-4
Cc1ccc(S(=O)(=O)Nc2cccc3c2O[C@@H](CN(C)Cc2ccncc2)[C@H](C)CN([C@H](C)CO)C3=O)cc1,10,-0.6,5,1,-2,10,-0.1,-38

# Reprinted at random: 4 entries already listed
SMILES,RAD54 inh,Xi reactivation,RAD52 inh,esBAF inh,ERAP1 HTS inh,ERp5 inh,E-sel inducer,S100A4 inh HTS
Cc1ccc(S(=O)(=O)N2CC[C@H]3[C@@H](CO)N(C)c4ccc(-c5ccc(C#N)cc5)cc4[C@H]32)cc1,11,0.1,-15,0,0,7,-0.1,-7
Cn1c(SCC(=O)NCC2CCCO2)ncc(C(=O)Nc2ccccc2)c1=O (centres undefined),6,0.1,-8,14,-2,2,-0.1,1
CC(C)(C)N(Cc1ccccc1)C(=O)COC(=O)CNS(=O)(=O)c1ccc2ccccc2c1,-11,0.0,2,-3,-1,16,-0.4,-17
S=C(NC1CC1)N1CCCc2ccccc21,12,0.0,-3,·,-6,4,-0.2,-1

# Continued.
SMILES,RAD54 inh,Xi reactivation,RAD52 inh,esBAF inh,ERAP1 HTS inh,ERp5 inh,E-sel inducer,S100A4 inh HTS
COc1ccc2c(CN(C)Cc3ccccc3)cc(=O)oc2c1,0,-0.1,-22,57*,1,-3,0.1,-4
O=C(Nc1ccc2c(c1)OCO2)N[C@@H]1CC[C@@H](CCNC(=O)C2CCCCC2)O[C@H]1CO,3,0.4,-2,-5,0,0,-1.1,6
CCNC(=O)[C@H]1[C@H](CO)[C@H]2Cn3c(ccc(-c4cccnc4)c3=O)[C@H]2N1Cc1ccc2c(c1)OCO2,1,0.1,-7,-3,-1,4,-0.4,1
COc1ccc(-c2csc(C3=C(O)CN(CCCN4CCCC4=O)C3=N)n2)cc1OC,4,0.1,-6,2,-2,3,4.3,1
COc1ccc(C(=O)COC(=O)c2nc3nccc(C)n3n2)cc1F,-17,-0.1,-24,-3,-3,-1,·,-3
O=C(Oc1cccc(C(=S)N2CCOCC2)c1)c1ccc([N+](=O)[O-])cc1[N+](=O)[O-],·,0.3,-3,-7,3,-1,-0.2,-2
CNS(=O)(=O)c1cccc(C(=O)OCc2cc(=O)oc3c(C)c(O)ccc23)c1,-24,0.3,-23,7,2,1,0.2,-2
COC(=O)[C@H]1[C@H](CO)[C@H]2Cn3c(ccc(-c4ccccc4)c3=O)[C@H]2N1Cc1ccccn1,6,0.9,-22,-3,0,-1,0.3,55
CC(OC(=O)c1ccc(Cl)nc1)C(=O)NC1(C#N)CCCCC1 (centres undefined),·,0.0,8,·,-1,8,·,5
CN(C)S(=O)(=O)N1CCC(Oc2ccc(C(=O)NCc3cnn(C)c3)cc2)CC1,·,-0.1,-6,·,9,7,·,6
O=C(CCNS(=O)(=O)c1ccccc1C(F)(F)F)NCCCN1CCOCC1,-1,0.1,-15,-6,-9,-21,·,-4
COc1ccc(N2CCN(C(=O)C(=O)c3c[nH]c4ccccc34)CC2)cc1,-10,0.1,8,-3,-1,-1,-0.1,0
Cc1ccc(-c2nnc(SCC(=O)NC3CC3)n2N)cc1,-2,0.2,-13,·,-2,-1,5.1,0
Cn1c(CCN2CCCC2)nc2cc(NS(=O)(=O)c3ccc(Cl)cc3)ccc21,2,0.1,-39,-25,-1,6,0.0,-3
COCCN(CCOC)c1nc(-c2ccc([N+](=O)[O-])cc2)nc2ccccc12,-6,0.0,-5,2,1,-4,·,-2
COc1ccc(S(=O)(=O)Nc2ccc3c(c2)CC(=O)N([C@H](C)CO)C[C@@H](C)[C@@H](CN(C)Cc2ccc(C(=O)Nc4ccccc4N)cc2)O3)cc1,·,0.3,15,-2,-9,-5,-0.1,-10
CCOC(=O)[C@]12CCC=C1N(Cc1ccc(Cl)cc1Cl)C(=O)[C@H](CC(=O)N1CCCC1)C2,·,0.0,2,·,·,-5,-0.5,-4
CC1(C)CC(Nc2ccc(C(F)(F)F)cc2[N+](=O)[O-])CC(C)(C)N1,·,0.3,-4,·,4,4,·,-2
CCc1ccc(C(=O)NNC(=O)c2ccc(OCC(=O)N3CCOCC3)c(OC)c2)cc1,-8,-0.1,6,-4,-4,1,0.2,0
NS(=O)(=O)c1cccc(NC(=O)COC(=O)CCC(=O)c2cccs2)c1,-1,0.3,-10,-5,-1,0,·,-6
C[C@@H]1CN([C@H](C)CO)C(=O)c2cc(C3=CCCC3)cnc2O[C@H]1CN(C)C(=O)Nc1ccc(C(F)(F)F)cc1,3,0.1,14,2,-2,10,0.0,-4
COc1ccc(Cc2noc(-c3ccccc3)n2)cc1OC,·,0.0,1,·,-1,0,-0.2,3
Cc1csc(SCC(=O)NC(=O)C2CCCCC2)n1,·,0.0,-1,-8,-7,-9,1.0,7
CCCC(=O)Nc1ccc2c(c1)C(=O)N(C)C[C@H](OC)[C@@H](C)CN(C(=O)C1CCCC1)[C@@H](C)CO2,1,-0.2,13,0,5,4,-0.1,31
O=C1[C@@H]2[C@@H]3C[C@@H]([C@H]4ON=C(c5ccc(Cl)cc5Cl)[C@@H]34)[C@@H]2C(=O)N1C1CCCCC1,·,0.2,-1,·,-2,2,-2.3,1

# 3 compounds out of the list, sorted by formula weight, smallest number first.
SMILES,RAD54 inh,Xi reactivation,RAD52 inh,esBAF inh,ERAP1 HTS inh,ERp5 inh,E-sel inducer,S100A4 inh HTS
Cc1csc(SCC(=O)NC(=O)C2CCCCC2)n1,·,0.0,-1,-8,-7,-9,1.0,7
COC(=O)[C@H]1[C@H](CO)[C@H]2Cn3c(ccc(-c4ccccc4)c3=O)[C@H]2N1Cc1ccccn1,6,0.9,-22,-3,0,-1,0.3,55
O=C(Nc1ccc2c(c1)OCO2)N[C@@H]1CC[C@@H](CCNC(=O)C2CCCCC2)O[C@H]1CO,3,0.4,-2,-5,0,0,-1.1,6

# More entries:
SMILES,RAD54 inh,Xi reactivation,RAD52 inh,esBAF inh,ERAP1 HTS inh,ERp5 inh,E-sel inducer,S100A4 inh HTS
COc1ccc(-c2nc3cc(C)c(Br)c(C)n3c2CC2CCCCC2)cc1OC,·,0.2,-9,·,·,10,-0.3,3
Cc1ccc(C(=O)NNC(=O)c2ccncc2)cc1S(=O)(=O)N1CCCCC1,10,-0.1,3,·,4,-2,0.6,-4
CO[C@@H]1CC[C@H]2CCOc3ccc(C#N)cc3C(=O)N(C)[C@H](C)C(=O)N(C)C[C@H]1O2,2,0.7,2,2,-2,4,0.1,7
C[C@@H]1CCCCO[C@H](CN(C)S(=O)(=O)c2cn(C)cn2)[C@@H](C)CN([C@H](C)CO)C(=O)c2cc(NS(=O)(=O)c3ccc(F)cc3)ccc2O1,-2,0.3,-10,4,3,5,0.0,6
COC(=O)[C@]1(Cc2ccccc2)N[C@H](CN(C)S(=O)(=O)c2ccc(C(C)(C)C)cc2)[C@@H]2C(=O)N(Cc3ccccc3)C(=O)[C@@H]21,-13,0.0,-15,-4,·,-1,0.2,1
CCn1cc(C(=O)N2CCCC(N3CCN(c4cccc(C(F)(F)F)c4)CC3)C2)cn1 (centres undefined),1,0.0,-31,-2,-1,3,·,-1
O=C(O)c1ccc(Oc2c(C(F)(F)F)oc3cc(O)ccc3c2=O)cc1,-5,0.0,-7,·,-6,-12,·,-17

# Profiles, quoted from the list. Order of values: RAD54 inh, Xi reactivation, RAD52 inh, esBAF inh, ERAP1 HTS inh, ERp5 inh, E-sel inducer, S100A4 inh HTS
# `O=C(O)c1ccc(Oc2c(C(F)(F)F)oc3cc(O)ccc3c2=O)cc1` as listed: -5, 0.0, -7, ·, -6, -12, ·, -17
# `CCn1cc(C(=O)N2CCCC(N3CCN(c4cccc(C(F)(F)F)c4)CC3)C2)cn1` (centres undefined) as listed: 1, 0.0, -31, -2, -1, 3, ·, -1
# `COc1ccc(-c2nc3cc(C)c(Br)c(C)n3c2CC2CCCCC2)cc1OC` as listed: ·, 0.2, -9, ·, ·, 10, -0.3, 3
